High-throughput results deposited in PubChem by National Center for Advancing Translational Sciences (NCATS).
CBFb-RUNX1 inh: inhibitors of human CBF-beta and RUNX1 interaction | Q01196+Q13951 | 230,000 tested, under 10 active | Potency, µM (top dose mostly 59.8 µM), inactives show top-dose activity, negative = inhibition, actives largely listed as inhibitors | AlphaScreen CBFb-His/RUNX1-biotin binding, biochemical; also: % of control where 0% means no effect
Target sequence (Q01196 whole entry, looked up): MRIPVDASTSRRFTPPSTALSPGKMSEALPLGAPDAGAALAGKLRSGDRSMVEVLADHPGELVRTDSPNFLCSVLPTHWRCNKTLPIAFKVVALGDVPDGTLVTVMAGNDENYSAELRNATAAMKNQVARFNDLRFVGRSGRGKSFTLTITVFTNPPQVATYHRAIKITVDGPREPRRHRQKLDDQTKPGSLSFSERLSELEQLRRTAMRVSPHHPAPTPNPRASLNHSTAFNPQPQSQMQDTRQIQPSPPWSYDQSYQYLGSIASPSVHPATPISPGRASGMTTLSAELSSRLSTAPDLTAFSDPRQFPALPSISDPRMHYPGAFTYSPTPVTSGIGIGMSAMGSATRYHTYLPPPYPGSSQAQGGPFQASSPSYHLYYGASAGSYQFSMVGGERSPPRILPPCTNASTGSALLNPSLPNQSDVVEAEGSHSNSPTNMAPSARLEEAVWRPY
Target sequence (Q13951 whole entry, looked up): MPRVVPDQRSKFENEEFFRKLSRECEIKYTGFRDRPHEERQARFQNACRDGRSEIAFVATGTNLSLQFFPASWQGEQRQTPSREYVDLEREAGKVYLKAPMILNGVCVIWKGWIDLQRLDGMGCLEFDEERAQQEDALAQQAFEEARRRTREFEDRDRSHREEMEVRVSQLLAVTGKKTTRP
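Room-temperature protein-protein interaction test with 30 nM each of His-tagged CBF-beta and biotinylated RUNX1, 15 min with compound, then 90 min with nickel plus streptavidin beads. Signal read in AlphaScreen mode.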
HTT aggregate: inhibitors of mutant huntingtin aggregate formation in PC12 cells; PC12 HttQ103-GFP aggregates, Acumen cytometry, 40 h; Potency, µM (top dose mostly 46.1 µM), inactives show top-dose activity change, negative = inhibition, actives largely listed as inhibitors; 220,000 compounds, 1.1% hits; AID 1688; also: potency is read from the fitted curve at half-maximal effect; % is scaled to controls: 0 for no effect and ±100 for the full control effect; nearly all actives have a fitted effect of over 60% in size
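Huntingtin Q103 exon 1–GFP aggregates in induced PC12 cells (100 nM tebufenozide) were quantified by cytometry from lysates, with compounds dosed in titration.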
NPSR antagonist: antagonists of human neuropeptide S receptor cAMP signaling | Potency, µM (series often up to 38.3 µM), for inactives: at the highest dose activity change, negative = inhibition, most hits filed as inhibitors | Q6W5P4 | AID 1461 | CHO-NPSR cells, cAMP TR-FRET, antagonist mode | 220,000 compounds, 1% hits; also: potency is read from the fitted curve at half-maximal effect; % is scaled to controls: 0 for no effect and ±100 for the full control effect; nearly all actives have a fitted effect of over 50% in size; many of its hits are not listed in these tables
Epigenetic derep: derepresses silenced GFP reporter in murine cells. AID 1865. 280,000 compounds, 0.2% hits. murine LDR cells, GFP reporter derepression, 30 h. Potency, µM (doses to about 53.9 µM), inactives show at the highest dose GFP activation, usual class: activators; also: potency is read from the fitted curve at half-maximal effect; % of control where 0% means no effect; nearly all actives have a fitted effect of over 60% in size
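GFP-positive cell count by laser-scanning cytometry (objects 20–120 um) after 30 h, 37 C compound exposure of murine LDR cells; reporter is CMV-GFP integrated at a silenced locus, inducible by HDAC or DNMT inhibitors.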
IMPase Li inh: cell-permeable IMPase inhibitors with lithium potentiation. AID 1457. Potency, µM (top dose mostly 59.4 µM), for the others: at the top dose activity, negative = IMPase inhibition, usual class: inhibitors. CHO-M1 cells, IP1 TR-FRET (IP-One), carbachol + lithium. 210,000 compounds, 0.35% hits;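 also: IP1 builds up when IMPase is blocked and the TR-FRET signal falls; potency is read from the fitted curve at half-maximal effect; plate controls were basal vehicle for no effect and high inhibitor control for full effect; nearly all actives have a fitted effect of over 50% in size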
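Concentration–response in CHO-M1 cells, lithium-potentiated; 30 min at 37C. IP1 detected by competitive TR-FRET after 10 min lysis at RT. Hill-fitted AC50.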
L3MBTL1 block: blocks human L3MBTL1. AlphaScreen L3MBTL1–H3K9me1 peptide binding. Potency, µM (titrated, usually from 57.1 µM), inactives show at the highest dose activity, negative = inhibition, most hits filed as inhibitors. 230,000 compounds, 0.66% hits. AID 485360; also: potency is read from the fitted curve at half-maximal effect; % is scaled to controls: 0 for no effect and ±100 for the full control effect; nearly all actives have a fitted effect of over 60% in size
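L3MBTL1 50 nM + b-AHA-H3(1-15)K9me1 75 nM, 30 min RT; compound added, 30 min RT; streptavidin donor/Ni-chelate acceptor beads 10 ug/mL each final, 30 min RT dark; AlphaScreen read.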
KinaseGlo FLuc: counter-screen: inhibitors of Kinase-Glo firefly luciferase. AID 1379. Kinase-Glo luciferase, ATP luminescence, 8 min. Q27757. 200,000 compounds, 0.28% hits. Potency, µM (titrated, usually from 38.3 µM), for inactives: top-dose activity change, negative = inhibition, hits mostly inhibitors; also: potency is read from the fitted curve at half-maximal effect; % is scaled to controls: 0 for no effect and ±100 for the full control effect; nearly all actives have a fitted effect of over 60% in size
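Compounds were added to a substrate mix at pH 7.2 (50 mM imidazole, 10 uM ATP, within the enzyme's linear range), followed by Kinase-Glo detection reagent; luminescence was measured after 8 minutes at ambient temperature.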
The depositor's hits bear a star; ? = inconclusive; . = no result given; [ ] = dose if it differs, or a comment. Calls follow the shape of the dose curve; as a rule, active = well fitted curve in the direction sought with a large enough effect; inconclusive = small, poorly fitted or top-dose-only effect, or another doubt; inactive = no such curve, though single readings can be large; an effect the other way counts as inactive or inconclusive. Not all compounds are listed; count on the stated rates, not on these rows.

SMILES	CBFb-RUNX1 inh	HTT aggregate	NPSR antagonist	Epigenetic derep	IMPase Li inh	L3MBTL1 block	KinaseGlo FLuc
COC(=O)CN1C(c2ccccc2)=Nc2ccc(Cl)cc2C1c1ccccc1 (stereo unspecified)	-5%	13%	?	-1.2%	17%[38.3 µM]	0%	-2%
COC(=O)Cc1c(C)c2ccc(OCC(=O)N(C)C)cc2oc1=O	-2%	1%[1.84 µM]	-8%[46.1 µM]	2.8%	17%[38.3 µM]	.	-1%
COc1ccc2[nH]c(=O)c(-c3noc(-c4ccc(F)cc4)n3)cc2c1	7%	-10%	-5%[46.1 µM]	0.0%	-11%	0%	3%
N#C/C(=C\c1ccc(-c2ccc(Br)cc2)o1)C(=O)NCCc1c[nH]c2ccccc12	5%	10%	-7%	1.0%	10%	-8%	0%
Cc1ccc(-c2nn(CC(=O)N3CCOCC3)c(=O)c3ccccc23)cc1S(=O)(=O)N(C)C	9%	-7%[9.22 µM]	24%	2.4%	.	3%	.
Cc1ccc(Cl)cc1N1CCN(c2cccc[n+]2C)CC1	-4%	5%	9%	-0.3%	12%	9%	-4%
CC1(C(=O)O)CCC(C(=O)NC2CCCCCC2)C1(C)C (stereo unspecified)	-2%	8%	-3%[46.1 µM]	4.0%	-11%[38.3 µM]	-9%	-7%
COc1ccc(C(CC(=O)O)NC(=O)COc2ccccc2OC)cc1OC (stereo unspecified)	2%	-5%	-4%[46.1 µM]	0.0%	-3%[38.3 µM]	5%	-4%
OCCNC(=S)NCc1ccccc1	5%	-4%[9.22 µM]	-20%	-1.0%	.	13%	.
CCOC(=O)NC(=O)/C(C#N)=N/Nc1c(F)cccc1F	0%	9%	15%[46.1 µM]	0.7%	12%[38.3 µM]	.	3%
CCc1c(C)sc(NC(=O)c2cc(C)on2)c1C#N	2%	4%	-15%[46.1 µM]	0.0%	9%[38.3 µM]	2%	-1%
COC(=O)C/C=C/[C@@H](C)[C@H](NC(=O)OCC(Cl)(Cl)Cl)c1ccccc1	-2%	.	.	-1.1%	4%	.	-1%
O=C(NCCc1cccs1)C1CC(c2ccc([N+](=O)[O-])cc2)=NO1 (stereo unspecified)	-1%	?	-10%[46.1 µM]	3.2%	-3%[38.3 µM]	43%[activator]	-2%
O=CNCCCc1nc2ccccc2n1Cc1ccccc1	0%	7%	-20%[46.1 µM]	0.1%	1%[38.3 µM]	-2%	3%
COc1ccc(-c2csc(NC(=O)C3=NN(c4ccccc4)C(=O)CC3)n2)cc1	3%	-28%	14%	-4.4%	7%	.	-5%

Just HTT aggregate (4 entries from above):
mol,HTT aggregate
CC1(C(=O)O)CCC(C(=O)NC2CCCCCC2)C1(C)C (stereo unspecified),8%
COc1ccc(C(CC(=O)O)NC(=O)COc2ccccc2OC)cc1OC (stereo unspecified),-5%
OCCNC(=S)NCc1ccccc1,-4%[9.22 µM]
CCOC(=O)NC(=O)/C(C#N)=N/Nc1c(F)cccc1F,9%

Looked up above:
`CC1(C(=O)O)CCC(C(=O)NC2CCCCCC2)C1(C)C` (stereo unspecified) in CBFb-RUNX1 inh is listed with -2%
`COC(=O)CN1C(c2ccccc2)=Nc2ccc(Cl)cc2C1c1ccccc1` (stereo unspecified) in IMPase Li inh is listed with 17%[38.3 µM]
`CCc1c(C)sc(NC(=O)c2cc(C)on2)c1C#N` in KinaseGlo FLuc is listed with -1%

New compounds follow
SMILES	CBFb-RUNX1 inh	HTT aggregate	NPSR antagonist	Epigenetic derep	IMPase Li inh	L3MBTL1 block	KinaseGlo FLuc
CC12CC(c3ccccc3O1)C(/C(N)=N/NC(=O)c1ccc(F)cc1)C(=O)N2 (stereo unspecified)	3%	10%	26%	0.0%	-3%	4%	-1%
Cc1c(Cl)cccc1NC(=O)CC1NCCNC1=O (stereo unspecified)	-5%	-7%	-1%[46.1 µM]	-0.3%	-7%[38.3 µM]	6%	5%
CCN1C(=O)CSC1=NC12CC3CC(CC(C3)C1)C2	5%	?	-13%[46.1 µM]	-2.0%	15%[38.3 µM]	.	-5%
COc1ccc(C2CC(c3ccccc3)=NN2C(=O)COC(=O)c2cccc(S(=O)(=O)N(C)C)c2)cc1 (stereo unspecified)	-3%	5%	-8%	-1.1%	6%	0%	4%
C/C(=N\NC(=O)c1cc(C)[nH]n1)c1cccs1	3%	-7%	5%	-2.2%	-5%	.	-23%
Cc1ccc(OCCn2c3ccccc3n3nc(C)c(=O)nc23)cc1	1%	30%	-24%	3.4%	1%	-3%	1%
CCOC(=O)C1CCCN(C(=O)c2cc(-c3ccccc3)on2)C1 (stereo unspecified)	7%	0%	-22%[46.1 µM]	0.0%	15%[38.3 µM]	.	0%
C=CCn1c(N(C)C)nc2c1c(=O)[nH]c(=O)n2C	11%	5%[9.22 µM]	22%	2.6%	.	.	.
COc1ccc(-n2c(=S)[nH]c3cc(C(=O)Nc4cc(OC)c(OC)c(OC)c4)ccc3c2=O)c(OC)c1	-13%	?	-29%	-1.1%	7%	-13%	0%
Cc1cccc(C)c1NC(=O)CSc1nnc(NC(=O)CN2CCOCC2)s1	3%	8%	-6%[46.1 µM]	-1.7%	-9%[38.3 µM]	-1%	0%
COc1ccc(C)cc1NC(=O)NNC(=O)C1CCC(C(C)(C)C)CC1 (stereo unspecified)	7%	-14%	-48%	1.1%	-1%	-1%[11.4 µM]	2%
CCCCOC(=O)C[N+](C)(C)CCOC1CC2CCC1(C)C2(C)C (stereo unspecified)	5%	?	-1%[46.1 µM]	0.0%	9%	21%	3%
COc1ccc(N(C(=O)/C=C/c2ccccc2)C2=CC3CCC(C2)N3C)cc1 (stereo unspecified)	2%	5%[9.22 µM]	-10%	-4.0%	.	.	.
CCOC(=O)N1CCN(S(=O)(=O)c2cc(-c3nn4c(C)nnc4c4ccccc34)ccc2C)CC1	-12%	11%	-5%[46.1 µM]	-2.0%	1%[38.3 µM]	-8%	1%
CCOCC(=O)Nc1nc2ccc(OC)cc2s1	5%	-11%	2%[46.1 µM]	-1.8%	16%[38.3 µM]	-2%	-20%
O=C(CSc1nnc(COc2ccccc2)o1)c1ccccc1	6%	-12%	-11%[46.1 µM]	-3.6%	18%[38.3 µM]	.	-1%
CCn1c2ccccc2c2cc(NC(=O)COC(=O)C3CCC(=O)N3)ccc21 (stereo unspecified)	-6%	-22%	18%[46.1 µM]	-1.6%	-12%[38.3 µM]	-3%	-1%
Cc1ccc(C2NS(=O)(=O)N=C2N)cc1 (stereo unspecified)	4%	4%	-10%[46.1 µM]	-1.0%	23%[38.3 µM]	.	-4%
O=C(OCC(=O)N1CCOCC1)c1cccc(S(=O)(=O)N2CCCc3ccccc32)c1	1%	1%[9.22 µM]	-12%	2.8%	.	8%	.
O=C(Cn1cc2c(n1)CCCCC2)Nc1ccc(F)cc1F	8%	-5%	-11%[46.1 µM]	-0.8%	25%[38.3 µM]	5%	2%
CN(C)C(=O)/C=C\c1cn(-c2ccccc2)nc1-c1ccc2c(c1)OCCO2	-2%	-16%	-34%	1.4%	-2%	-11%	-3%
COc1ccc(N2CCC(CNC(=O)Nc3ccc(OC)cc3OC)C2)cc1 (stereo unspecified)	?	19%	?	-1.4%	19%[38.3 µM]	?	1%
Oc1ccccc1N1CCN(c2nnnn2-c2ccccc2)CC1	4%	14%[9.22 µM]	-3%	-1.0%	.	-2%	.
CCn1c(CCNC(=O)c2ccc(C)cc2)nnc1SCc1ccc(Cl)c(Cl)c1	18%	-30%	-17%	-1.1%	6%	2%	-1%
CN(C)N1C(N)=C(C#N)C(c2ccccc2)C2=C1CCCC2=O (stereo unspecified)	0%	-27%	-6%	-2.1%	-11%	.	1%
Fc1ccc(OCCn2cnc(Cl)c2Cl)cc1	-4%	-14%[9.22 µM]	11%	1.0%	.	-28%	.
CCOC(=O)C(CO)(NC(C)=O)C(=O)OCC	-4%	9%	7%[46.1 µM]	1.5%	1%[38.3 µM]	-2%	0%

Pulled by compound from above (4):
SMILES	CBFb-RUNX1 inh	HTT aggregate	NPSR antagonist	Epigenetic derep	IMPase Li inh	L3MBTL1 block	KinaseGlo FLuc
CN(C)N1C(N)=C(C#N)C(c2ccccc2)C2=C1CCCC2=O (stereo unspecified)	0%	-27%	-6%	-2.1%	-11%	.	1%
O=C(OCC(=O)N1CCOCC1)c1cccc(S(=O)(=O)N2CCCc3ccccc32)c1	1%	1%[9.22 µM]	-12%	2.8%	.	8%	.
Oc1ccccc1N1CCN(c2nnnn2-c2ccccc2)CC1	4%	14%[9.22 µM]	-3%	-1.0%	.	-2%	.
CCOC(=O)C(CO)(NC(C)=O)C(=O)OCC	-4%	9%	7%[46.1 µM]	1.5%	1%[38.3 µM]	-2%	0%
